High-throughput results deposited in PubChem by several laboratories.
human PMI inhibitors: human PMI inhibitors, high substrate, primary screen, biochemical, fluorescence intensity, high mannose 6-phosphate (AID 1220); Mannose-6-phosphate isomerase (Homo sapiens); actives 0.66% (n = 190,000); one-dose inhibition, % at 20 µM; IC50 in µM for titrated hits; recombinant PMI enzyme, coupled fluorescence intensity; higher % means a stronger effect
human PMI inhibition: inhibitors of human PMI, primary screen, biochemical, fluorescence intensity, coupled assay (AID 1209); Mannose-6-phosphate isomerase (Homo sapiens); actives 0.42% (n = 190,000); inhibition, % at 20 µM; hits with a dose series show IC50 in µM; purified PMI enzyme, coupled fluorescence intensity; higher % means a stronger effect;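 further: plate controls were DMSO vehicle for no effect and wells lacking substrate for full effect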
bCat nuc transl: modulators of beta-catenin nuclear translocation, primary screen, imaging, HeLa cells, immunofluorescence, high-content; nuclear translocation activity, % at 5 µM; actives 0.3% (n = 190,000); AID 1665, 2009;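 active means nuclear translocation activity above 50% at 5 µM, with a well cell count of 50 or more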;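 further: per-cell ratio of nuclear to cytoplasmic median beta-catenin stain intensity; plate controls were DMSO negative control for no effect and GSK-3 inhibitor IX positive control for full effect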
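test system = HeLa cells, endogenous beta-catenin | dosing = single 5 µM dose plus 0.02–20 µM confirmation series | times = compound treatment 24 h, 37°C, 5% CO2 | technique = beta-catenin immunofluorescence imaging with DAPI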
Dynein transport: inhibitors of GR-EGFP nuclear translocation, primary screen, dynein cargo transport inhibitor project, imaging, high-content, 3617.4 mouse cells | actives 0.47% (n = 220,000) | test concentration mostly 20 µM; stimulated with dexamethasone, 1 µM; active compounds read low | z-score, hits read low;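 active means plate z-score of nuclear minus cytoplasmic receptor signal below a set negative limit, without overly bright fluorescence or cell loss, cut at about -3.5 in these data, passing the limit was not always enough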;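 further: z-score of nuclear minus cytoplasmic ring GR-EGFP intensity difference per well; some compounds called inactive have numbers as strong as hits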
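Buffer or medium: tetracycline-free induction medium containing charcoal-stripped FBS / Reagent: dexamethasone agonist, 1.0 µM final, for 30 min / Technique: automated 10x imaging of fixed Hoechst-stained cells / Times: induction 48 h, compound 1 h, agonist 30 min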
Yfh1-off respiration: enhancers of respiration in Yfh1-depleted yeast, dose response, Friedreich's ataxia, plus single-dose screen (AID 1465); S. cerevisiae Yfh1-off respiration, WST-1 reduction, 72 h; higher fold induction means a stronger effect; fold induction at 50 µM; hits with a dose series show EC50 in µM; actives 0.074% (n = 220,000);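 active means fold induction of absorbance versus untreated yeast above a set limit, then at least 30% activation at any dose in follow-up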;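 further: activators that raise dye reduction in frataxin-depleted yeast; strong numbers were not always called active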
Autophagy HCS: autophagy modulators in MEF cells, primary screen, imaging, high-content, MEF GFP-LC3. MEF GFP-LC3 puncta imaging; test concentration mostly 10 µM. calls only at 10 µM (by protocol). actives 0.98% (n = 190,000). AID 463193, 2010;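 active means percentage of spot-positive cells more than 3 SD above its plate mean, without a fluorescence outlier flag or 80% toxicity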;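 further: spot-positive cell cutoff set from DMSO-treated cells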
Insulin prom up: insulin promoter activators in MIN6 cells, imaging, high-content screening, mouse beta cells; AID 1625, 2009; actives 0.3% (n = 190,000); z-score at 5 µM; MIN6 insulin promoter-GFP reporter; active compounds read high;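 active means z-score above 3 at 5 µM with at least 500 cells counted in the well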
WT yeast gro inh: growth inhibition of WT strain, primary screen, mitochondrial fusion inhibitor project, WT and mutant strains, chemical genetic; actives 2.1% (n = 190,000); mitochondrial fusion phenotypic screen; AID 1362, 2008; inhibition, % at 10 µM; in the data active means inhibition above about 58%; tested in S. cerevisiae
MT stabilize HCS: microtubule stabilizers in HeLa cells, primary screen, imaging, high-content imaging; HeLa tubulin immunostaining HCS, 24 h; share of cells brighter than vehicle mean+2SD; % tubulin-high responders, % at 10 µM; actives 0.83% (n = 200,000); AID 2205, 2009;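 active means plate Z-score above 3 for both tubulin-high and condensed-nucleus cell shares, with cell loss under 80%, at 10 µM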;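 further: anti alpha tubulin signal scored within the nucleus-defined area of each cell; some results filed as inactive read as strong as hits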
WT yeast gro inh mutant strain: also measured in WT yeast gro inh; calls as there; inhibition, %; mitochondrial fusion phenotypic screen, mutant strain inhibition
Dynein transport cytoplasmic EGFP: also measured in Dynein transport; calls as there; z-score; measured here: cytoplasmic GR-EGFP intensity; active compounds read high
Dynein transport nuclear GR-EGFP: further read-out of Dynein transport, marked with its call; z-score; measured here: nuclear GR-EGFP intensity;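 lower value marks the stronger effect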
Dynein transport cell count: second read-out of Dynein transport, no call of its own (marks repeat the call); z-score; measured here: cell count per field
Insulin prom up cell count: recorded beside Insulin prom up, whose call it bears; cell count; measured here: cytotoxicity, nuclei count;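 total cells summed across four imaged fields per well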
bCat nuc transl cell count 5 µM: also measured in bCat nuc transl; calls as there; cell count; measured here: cell count, cytotoxicity flag
MT stabilize HCS Hoechst-high %: also measured in MT stabilize HCS; calls as there; % Hoechst-high responders; measured here: nuclear condensation Hoechst responders;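 share of cells brighter than vehicle mean plus two SD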
MT stabilize HCS cytotoxicity %: recorded beside MT stabilize HCS, whose call it bears; toxicity, %; measured here: cytotoxicity by cell density;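 0% = mean cell density of plate MIN control wells and 100% = no cells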
Autophagy HCS cell loss 18 h: also measured in Autophagy HCS; calls as there; toxicity, %; measured here: cell loss, nuclei count;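 cell loss after 18 h compound exposure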
* hit, by the source's call; i = inactive; . = not tested or not shown. Unless noted, no stated cut-off is given here; in the data, active means inhibition above about 50%; inactive means the rest.

SMILES | human PMI inhibitors | human PMI inhibition | bCat nuc transl | bCat nuc transl cell count 5 µM | Dynein transport | Dynein transport cytoplasmic EGFP | Dynein transport nuclear GR-EGFP | Dynein transport cell count | Yfh1-off respiration | Autophagy HCS | Autophagy HCS cell loss 18 h | Insulin prom up | Insulin prom up cell count | WT yeast gro inh | WT yeast gro inh mutant strain | MT stabilize HCS | MT stabilize HCS Hoechst-high % | MT stabilize HCS cytotoxicity %
Cc1cc(C)c(OCC(=O)Nc2ccc3c(c2)OCO3)cc1C | 4% | 7% | -0.6 | 1019 | -0.32 | -0.22 | -0.039 | -0.2 | i | i | 0 | -0.68 | 1416 | 3 | 2 | 2.8 | 2.1 | 19
COc1ccc(C2C(C(=O)NCc3ccccc3)=C(C)Nc3ncnn32)cc1OC (stereo unspecified) | 6% | 15% | -5.7 | 1235 | 1.6 | 0.0019 | 1.4 | -0.67 | i | i | 3 | -0.87 | 890 | 4 | 7 | 3.9 | 2.1 | 4.9
CC1CCN(c2c(NCc3ccc(C(=O)NCCc4ccc(Cl)cc4)cc3)c(=O)c2=O)CC1 | 4% | 2% | -0.9 | 549 | -0.34 | -0.27 | 0.65 | 0.24 | . | i | 11 | 0.6 | 1127 | 3 | -6 | 2.7 | 5.1 | 12
COC(=O)C1=C(C)NC(C)=C(C(=O)OC)C1c1ccc(-c2cccc([N+](=O)[O-])c2)o1 | . | . | 1.2 | 1181 | -0.018 | -0.24 | 0.3 | -0.015 | i | . | . | -0.31 | 958 | . | . | . | . | .
COc1ccc2cc(CN(CC3COCCO3)S(=O)(=O)c3ccc(Cl)cc3)c(=O)[nH]c2c1 (stereo unspecified) | 10% | 6% | -0.4 | 1196 | -0.077 | -0.2 | 0.24 | -0.27 | i | i | 10 | . | . | 8 | 10 | 5.0 | 3.4 | 6.5
Cc1ccc(S(=O)(=O)N2CCN(CC(=O)N/N=C/c3ccc(C)o3)CC2)cc1 | 4% | 6% | -0.8 | 1104 | 0.0043 | -0.26 | 0.26 | -0.19 | i | i | -6 | -0.86 | 1398 | -4 | 8 | 7.3 | 3.8 | 5.6
CNC(=O)CN(c1cc([N+](=O)[O-])ccc1OC)S(C)(=O)=O | -7% | -5% | -5.1 | 548 | 1.5 | -0.23 | 1.1 | -1.3 | i | i | -7 | -0.62 | 1388 | 4 | 0 | 1.8 | 2.9 | 3.1
Cc1ccccc1Cn1cc(NC(=O)c2cc(-c3cccs3)on2)cn1 | -6% | -5% | -3.3 | 1487 | -0.57 | -0.27 | -0.36 | 1 | i | i | 36 | -0.41 | 1470 | -10 | 2 | 2.5 | 1.4 | 3.1
Cn1c(/C(C#N)=C/c2ccc(O)cc2)nc2ccccc21 | . | . | 0.6 | 1271 | 1.2 | -0.24 | 0.45 | -0.27 | i | . | . | -0.01 | 1189 | . | . | . | . | .
CCOC(=O)N1CCC(N(CCN(C)C)C(=S)Nc2cccc(OC)c2)CC1 | 3% | -12% | -0.5 | 1059 | 0.53 | 0.24 | 0.35 | -0.95 | i | i | -33 | -0.39 | 1126 | 1 | 3 | 3.8 | 1.7 | 9.6
Cc1onc(-c2ccccc2)c1C(=O)N1CCN(S(=O)(=O)c2ccc3c(c2)OCCO3)CC1 | -4% | -5% | -5.0 | 1012 | 1.2 | -0.2 | 1.5 | -1 | i | i | 11 | 0.06 | 1066 | 1 | 27 | 1.5 | 1.2 | 6.4
O=c1cc(N2CCc3ccccc3C2)[nH]c(=O)n1-c1ccccc1Cl | 17% | 14% | 2.9 | 1069 | 0.47 | 0.44 | 0.4 | -0.21 | i | i | 0 | -0.15 | 1822 | 12 | 14 | 4.3 | 3.6 | 6.8
CCC(C)NS(=O)(=O)c1ccc(OCC(=O)Nc2ccc3c(c2)OCO3)cc1 (stereo unspecified) | -15% | -5% | . | . | 0.3 | -0.21 | -0.15 | 0.79 | i | i | 4 | . | . | -7 | -3 | 2.4 | 0.9 | 21
COc1ccc(C(=O)N2N=C(c3ccccc3)CC2(O)C(F)(F)F)cc1 (stereo unspecified) | 1% | 1% | -1.2 | 973 | -0.39 | -0.22 | 0.54 | -0.34 | i | i | 12 | -1.7 | 1194 | 7 | -11 | 1.2 | 1.9 | 6.6
COc1ccc(O)c(C(=O)c2cc(C#N)c(=O)n(-c3c(C)n(C)n(-c4ccccc4)c3=O)c2)c1 | 1% | 8% | -5.1 | 851 | 0.23 | -0.18 | 0.14 | 0.13 | i | i | -11 | -0.12 | 1206 | 14 | 4 | 1.5 | 1.3 | 6.1
c1ccc2cc3[nH]c(CN4CCOCC4)nc3cc2c1 | 12% | 1% | 0.0 | 982 | -1.1 | -0.14 | -0.0035 | 0.75 | i | i | -3 | 0.38 | 1217 | -12 | 2 | 2.9 | 1.1 | 2.0
Cn1c(Cn2cnc(Cl)c2Cl)nc2ccccc21 | -5% | 1% | 0.3 | 1180 | 1.7 | -0.028 | 1.3 | -0.9 | i | i | -15 | 1.9 | 1094 | 7 | 6 | 6.0 | 1.1 | 2.7
CCCCn1cnc(C(=O)OCC)c1N | -3% | -4% | 2.2 | 543 | -0.56 | -0.23 | 0.28 | 0.43 | i | i | -24 | 1.1 | 1282 | 1 | 4 | 2.8 | 3.4 | 5.9
CC#CCc1cc2ccccc2c(=O)o1 | . | . | -0.8 | 1166 | -0.7 | -0.76 | -0.068 | 0.22 | i | . | . | 0.5 | 1145 | . | . | . | . | .
COC(=O)CNC(c1ccccc1)c1cc(C)ccc1NC(=O)c1cccc(Cl)c1 (stereo unspecified) | 7% | 7% | -0.6 | 517 | -1.1 | -0.25 | -0.0013 | 0.66 | i | i | -50 | -0.41 | 1329 | 71* | 5.3* | 2.4 | 2.1 | 6.5
O=C(Nc1ccc(Oc2ccc(NC(=O)c3ccco3)c(NC(=O)c3ccco3)c2)cc1)c1ccco1 | 11% | 18% | . | . | 1.7 | -0.077 | 0.91 | -1.2 | i | i | 2 | -1.4 | 1332 | 7 | 11 | 6.3 | 3.4 | 4.5
O=C(CN1C(=O)NC2(CCCCC2)C1=O)N1CCc2ccccc2C1 | -4% | -7% | 4.3 | 817 | -0.45 | -0.3 | 0.047 | 1.3 | i | i | 33 | 0.02 | 1188 | 7 | 4 | 3.7 | 1.1 | 14
CC(=NCc1ccccc1)C1=C(O)COC1=O | -7% | -8% | -2.1 | 773 | -0.23 | -0.21 | 0.075 | 0.18 | i | i | -16 | 1.3 | 1358 | 14 | 11 | 4.7 | 1.8 | 8.8
CC(=O)NC(C1C(=O)CC(C)(C)CC1=O)(C(F)(F)F)C(F)(F)F | -7% | 0% | -0.8 | 1070 | -0.77 | -0.3 | 0.39 | 0.35 | i | i | -8 | 1.1 | 1044 | 6 | 10 | 2.9 | 1.7 | 6.6
O=C(Nc1nc2c(s1)CN(Cc1ccccc1)CC2)C1CCC1 | 30% | 17% | 4.1 | 1075 | 0.3 | -0.25 | 0.15 | -1.8 | i | i | 1 | 1 | 1193 | 1 | 4 | 4.9 | 1.6 | 5.4

A different layout for some results above.
Under each structure: human PMI inhibitors, human PMI inhibition, bCat nuc transl, bCat nuc transl cell count 5 µM, Dynein transport, Dynein transport cytoplasmic EGFP, Dynein transport nuclear GR-EGFP, Dynein transport cell count, Yfh1-off respiration, Autophagy HCS, Autophagy HCS cell loss 18 h, Insulin prom up, Insulin prom up cell count, WT yeast gro inh, WT yeast gro inh mutant strain, MT stabilize HCS, MT stabilize HCS Hoechst-high %, MT stabilize HCS cytotoxicity %
Cn1c(/C(C#N)=C/c2ccc(O)cc2)nc2ccccc21
    ., ., 0.6, 1271, 1.2, -0.24, 0.45, -0.27, i, ., ., -0.01, 1189, ., ., ., ., .
CCOC(=O)N1CCC(N(CCN(C)C)C(=S)Nc2cccc(OC)c2)CC1
    3%, -12%, -0.5, 1059, 0.53, 0.24, 0.35, -0.95, i, i, -33, -0.39, 1126, 1, 3, 3.8, 1.7, 9.6

Later entries.
SMILES | human PMI inhibitors | human PMI inhibition | bCat nuc transl | bCat nuc transl cell count 5 µM | Dynein transport | Dynein transport cytoplasmic EGFP | Dynein transport nuclear GR-EGFP | Dynein transport cell count | Yfh1-off respiration | Autophagy HCS | Autophagy HCS cell loss 18 h | Insulin prom up | Insulin prom up cell count | WT yeast gro inh | WT yeast gro inh mutant strain | MT stabilize HCS | MT stabilize HCS Hoechst-high % | MT stabilize HCS cytotoxicity %
C/C(=N\NC(=O)c1ccc(NS(=O)(=O)c2cccs2)cc1)c1ccc(Cl)cc1 | 0% | -4% | -2.2 | 568 | 2.5 | -0.24 | 0.92 | -1.2 | i | i | 12 | -0.23 | 1247 | 9 | 4 | 4.5 | 1.9 | 7.3
COc1ccc(C)cc1S(=O)(=O)NC1CCCC1 | 8% | 9% | . | . | 0.45 | -0.17 | -0.38 | -0.65 | i | i | -9 | . | . | -6 | 5 | 3.7 | 2.7 | 10
c1ccc2c(-c3[nH]ncc3CNCCCn3ncc4ccccc43)cccc2c1 | 8% | 14% | -0.1 | 992 | 1.7 | 0.12 | 1 | -1.7 | i | i | 2 | 0.85 | 716 | 4 | -4 | 2.1 | 2.7 | 14
Nc1c(C(=O)c2ccccc2O)cnn1-c1ccc(S(=O)(=O)N2CCOCC2)cc1[N+](=O)[O-] | 3% | 4% | -0.8 | 1500 | 2.4 | -0.27 | 1.7 | -1.4 | i | i | 12 | 0.42 | 1423 | 11 | -2 | 4.1 | 1.9 | 4.7
[O-][N+]12CC[N+]([O-])(CC1)c1ccccc12 | -7% | -2% | -0.7 | 915 | -0.46 | -0.19 | 0.027 | 0.018 | i | i | -10 | 0.29 | 1454 | -1 | -11 | 4.4 | 1.9 | 3.9
CC(=O)N1c2c(cc(Br)cc2S(=O)(=O)N2CCOCC2)CC1C (stereo unspecified) | 1% | 5% | 0.2 | 1070 | -0.31 | -0.21 | 0.4 | 0.59 | i | i | 3 | -0.26 | 1798 | 2 | -1 | 3.9 | 3.0 | 9.8
